# Assay outcomes from PubChem BioAssay.
# CHO-K1 Ca antag: nonselective inhibitor or artifact in parental CHO-K1 cells. ATP-induced calcium, Fluo-8 fluorescence. inhibition, % at 3 µM. 0.6% of 360,000 active. AID 602250;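 active = inhibition above a per-plate cutoff, the plate's mean sample inhibition plus 3 SD, cut at about 24% in these data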;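 also: 0% = DMSO plus EC80 ATP and 100% = DMSO alone without ATP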
# CHO-K1 Ca PAM: nonselective calcium activators in parental CHO-K1 cells, primary screen, counter-screen for M1 PAM project, cell-based, Fluo-8 calcium fluorescence, full deck, 1536-well. 0.02% of 360,000 active. activation, % at 3 µM. ATP EC20; 0% at ATP EC20, 100% at ATP max;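 active = activation above the run cutoff, the mean activation of all test compounds plus 3 SD, cut at about 40% in these data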;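 also: peak over basal fluorescence ratio in a 140 s read after ATP addition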
# CHO parental Ca: ATP-evoked calcium signal inhibitors, parental CHO, primary screen, counter-screen for OX1R antagonist project, cell-based, fluorescence, Fluo-8 calcium dye. parental CHO-K1, ATP-induced calcium, Fluo-8 fluorescence. inhibition, % at 5.6 µM. 0.63% of 330,000 active. AID 463079, 2010;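 active = inhibition above that plate's mean sample inhibition plus 3 SD, cut at about 26% in these data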;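 also: 0% = ATP-challenged DMSO wells and 100% = DMSO wells without ATP; some compounds past the cut are filed as inactive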
#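 Test system: untransfected parental CHO cell line; also added: ATP stimulus; dosing: 5.6 µM, single dose; signal: calcium-sensitive Fluo-8 fluorescence; measure: percent inhibition of ATP-evoked calcium rise, normalized to controls; benchmarks: low control ATP plus DMSO, high control DMSO only; replication: one well per compound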
# TAAR1 antag: human TAAR1 antagonists, primary screen, Fluo-8 calcium fluorescence, CHO RD-HGA16 cells | 1.5% of 360,000 active | inhibition, % at 3 µM | antagonist | Trace amine-associated receptor 1 (Homo sapiens), Q96RJ0 | AID 624466, 2012;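 active = inhibition above a per-plate cutoff, the mean inhibition of test compounds on that plate plus 3 SD, cut at about 49% in these data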;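 also: 0% = DMSO plus EC80 beta-PEA response and 100% = DMSO alone without agonist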
#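 Test system: CHO RD-HGA16 cells bearing hTAAR1 | Reagent: β-PEA, EC80 | Compound dosing: 3 µM, single point | Schedule: Dye loading 75 min at 37 °C, then 30 min room temperature | Signal: Calcium fluorescence with Fluo-8 | Evaluation: Percent inhibition of PEA-evoked calcium signal, max/basal emission ratio | Control set: DMSO-only wells and EC80 β-PEA-stimulated wells | Repeats: Singlicate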
# M1 ag: human M1 muscarinic receptor agonists, primary screen, Fluo-8 calcium fluorescence, CHO-K1 cells, HTS. activation, % at 3 µM. Muscarinic acetylcholine receptor M1 (Homo sapiens), P11229. CHO-K1 hM1, agonist mode; 0% DMSO, 100% acetylcholine EC100. 0.33% of 360,000 active. AID 588814, 2011;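 active = activation above the run's mean compound activation plus 3 SD, cut at about 16% in these data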;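 also: peak over basal fluorescence ratio within a 140 s kinetic read after compound addition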
# Target sequence (P11229 whole entry, looked up): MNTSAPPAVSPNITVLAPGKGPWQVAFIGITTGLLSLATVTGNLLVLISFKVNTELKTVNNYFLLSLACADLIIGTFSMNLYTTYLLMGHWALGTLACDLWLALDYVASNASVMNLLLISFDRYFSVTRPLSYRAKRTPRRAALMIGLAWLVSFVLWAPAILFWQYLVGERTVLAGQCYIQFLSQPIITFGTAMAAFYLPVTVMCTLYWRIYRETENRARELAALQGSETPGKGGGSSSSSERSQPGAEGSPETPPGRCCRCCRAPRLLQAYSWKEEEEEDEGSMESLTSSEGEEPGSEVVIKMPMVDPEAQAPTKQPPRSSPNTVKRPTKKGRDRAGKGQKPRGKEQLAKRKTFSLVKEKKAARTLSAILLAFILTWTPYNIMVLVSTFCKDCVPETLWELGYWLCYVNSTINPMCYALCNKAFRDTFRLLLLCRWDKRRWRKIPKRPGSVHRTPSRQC
# OXTR potentiate: human OXTR potentiators, primary screen, fluorescence, CHO-OTR cells, Fluo-8 calcium; Fluo-8 calcium fluorescence, potentiator mode; 0% = oxytocin EC15, 100% = EC100; Oxytocin receptor (Homo sapiens), P30559; activation, % at 3 µM; AID 2445, 2010; 0.061% of 320,000 active;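 active = activation above that plate's cutoff, the mean activation of tested compounds plus 3 SD, cut at about 6.6% in these data, passing the limit was not always enough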;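 also: 100% uses oxytocin at 75 nM as the full agonist control; some results filed as inactive read as strong as hits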
# Target sequence (P30559 whole entry, looked up): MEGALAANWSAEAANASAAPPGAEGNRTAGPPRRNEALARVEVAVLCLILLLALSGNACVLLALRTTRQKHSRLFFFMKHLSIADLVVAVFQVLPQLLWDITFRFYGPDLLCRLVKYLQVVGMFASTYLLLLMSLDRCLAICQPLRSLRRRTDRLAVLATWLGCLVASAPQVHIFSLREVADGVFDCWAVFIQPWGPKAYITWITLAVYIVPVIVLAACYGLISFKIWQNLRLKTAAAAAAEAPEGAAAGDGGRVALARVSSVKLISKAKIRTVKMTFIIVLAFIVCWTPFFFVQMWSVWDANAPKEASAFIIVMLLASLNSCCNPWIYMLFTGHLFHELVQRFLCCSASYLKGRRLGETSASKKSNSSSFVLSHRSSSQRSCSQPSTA
#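 Material: human OTR in CHO cells. Compound: 3.0 µM, one dose. Timing: compound 6 min at room temperature before oxytocin, 100 s read. Evaluation: % activation of max/min ratio relative to oxytocin controls. Replication: single well per compound, singlicate. Signal: Fluo-8 calcium dye fluorescence.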
# TAAR1 agonist: human TAAR1 agonists, primary screen, Fluo-8 calcium fluorescence, CHO RD-HGA16 cells | vehicle wells 0%, saturating PEA agonist 100% | activation, % at 3 µM | Trace amine-associated receptor 1 (Homo sapiens), Q96RJ0 | 0.99% of 360,000 active | AID 624467, 2012;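 active = activation above the mean activation of all test compounds in the run plus 3 SD, cut at about 38% in these data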
#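 Signal – calcium-sensitive Fluo-8 signal, excitation 470-495, emission 515-575 nm · System – RD-HGA16 (CHO) cells co-expressing Gα16 and hTAAR1 · Incubation – 17-24 h seeding, 75 min 37 °C dye, 30 min RT · Compound dosing – 3 µM single concentration · Repeats – no replicates (n 1)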
# V1R ag counter: agonists of human V1a receptor, primary screen, counter-screen for OXTR agonist project, fluorescence, CHO-V1R cells; Vasopressin V1a receptor (Homo sapiens), P37288; Fluo-8 calcium fluorescence, agonist mode; 0% DMSO, 100% 3 nM vasopressin; activation, % at 3 µM; 0.25% of 320,000 active; AID 2797, 2010;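 active = activation above the mean activation of all tested compounds plus 3 SD, per screening run, cut at about 20% in these data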;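 also: signal is peak over basal fluorescence ratio across a 100 second FLIPR read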
# CHO-K1 Ca ag: counter-screen for M1 agonists: effect in parental CHO-K1 cells; Fluo-8 calcium fluorescence; scaled to maximal ATP response, vehicle zero; 0.48% of 360,000 active; activation, % at 3 µM; in the data active = activation above about 15%;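 also: untransfected CHO-K1 host cells lacking M1 receptor as counterscreen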
# * marks the source's active call; other numbers are inactive results; nt = not tested or not shown.
SMILES,CHO-K1 Ca antag,CHO-K1 Ca PAM,CHO parental Ca,TAAR1 antag,M1 ag,OXTR potentiate,TAAR1 agonist,V1R ag counter,CHO-K1 Ca ag
N#Cc1cccc(C(=O)Nc2ccc(S(=O)(=O)Nc3nccs3)cc2)c1,16.9,-21.7,-2.5,7.8,-0.2,-4.0,-1.8,1.5,-0.5
CCOC(=O)CN1C(=O)C(O)=C(C(C)=O)C1c1ccccc1 (centres undefined),-2.9,0.5,-0.7,-13.7,-0.3,-10.1,17.9,0.9,0.1
COc1cc(C(=O)NC2CCN(Cc3ccccc3)CC2)cc(Cl)c1OC,-7.7,-7.4,-15.7,-4.7,-9.1,-8.1,-0.1,1.8,3.9
CCc1ccc(OCC(=O)OC(C)C(=O)Nc2ccc(Cl)cn2)cc1 (centres undefined),5.7,-23.9,-27.9,3.3,-4.2,-5.5,24.1,1.4,-0.7
Cc1ccc(C(=O)Nc2nnn(C)n2)cc1,-13.2,17.2,5.7,3.0,-0.4,-8.7,0.5,2.6,0.1
COc1cccc(C(=O)N2CCN(C(=O)c3cccc4ccccc34)CC2)c1OC,-3.7,6.8,-16.8,7.0,-2.1,-3.8,15.3,0.2,0.7
Cc1nn(-c2ccccc2)c(Cl)c1C(=O)N1CCN(c2ncnc3c2cnn3-c2ccccc2)CC1,-5.0,17.5,78.0*,78.5*,1.8,-15.4,21.2,6.5,4.6
CC(O)c1cccc(N=Cc2ccc3ccccc3c2O)c1 (centres undefined),3.7,0.0,12.7,-10.7,-3.0,-9.9,4.1,0.9,1.0
CCC(c1nnnn1CCOC)N(Cc1cc2cc(C)c(C)cc2[nH]c1=O)CC1CCCO1 (centres undefined),-2.1,-0.8,-12.8,-2.1,-5.0,0.4,0.4,-0.3,-0.1
CS(=O)(=O)c1ccc(S(=O)CC(=O)OCc2ccccc2)c([N+](=O)[O-])c1 (centres undefined),-0.1,21.6,nt,-2.0,1.1,nt,21.8,nt,1.9
COc1ccc(OC)c2c1cc(C(=O)N[C@@H](Cc1ccccc1)C(=O)O)n2C,-7.8,23.6,nt,-6.7,-4.3,nt,4.2,nt,0.7
C=CCn1c(SCC(=O)OCC)nc(C(F)(F)F)cc1=O,8.5,-8.7,-7.6,-33.5,-1.4,-3.5,0.8,0.0,-0.2
O=C(Nc1ccc(O)cc1)c1ccc2c(c1)C(=O)N(Cc1ccccc1)C2=O,6.7,-19.4,-1.8,63.5*,9.0,-5.1,27.7,7.7,4.5
O=C(NCc1ccc2c(c1)OCO2)c1n[nH]c(=O)c2ccccc12,1.7,11.8,-9.4,15.1,-9.4,-7.0,0.6,0.8,0.5
Cn1ccsc1=NC(=O)c1ccc(Cl)c([N+](=O)[O-])c1,-21.8,13.6,-5.4,-1.9,-5.8,-6.8,-0.5,0.2,2.0
O=c1cnc2ccccc2n1Cc1ccccc1C(F)(F)F,-9.0,-15.1,-9.8,-11.7,-5.8,-4.9,-1.7,-1.4,-0.6
CNc1c(NS(=O)(=O)c2ccc(CC(C)C)cc2)c(=O)oc2ccccc12,-13.5,-9.1,-22.0,8.9,-3.0,-10.7,-0.8,11.2,0.6
COc1ncccc1-c1cc2nc(NCCCN(C)C)n(C)c(=O)c2s1,-11.8,15.8,nt,6.7,-3.6,nt,-0.9,nt,-0.1
CCCCOc1ccccc1C1NC(=O)NC(C)=C1C(=O)OCCOCC (centres undefined),-13.8,14.1,-20.7,-7.0,-8.4,3.3,13.8,0.3,0.8
COc1ccccc1-c1nnc2sc(-c3ccc(N(C)C)cc3)nn12,-6.4,14.4,-18.8,0.4,-7.5,-7.1,-1.8,0.2,0.2
Cc1ccc(S(=O)(=O)c2c(N)n(NC(=O)c3ccco3)c3nc4ccccc4nc23)cc1,-12.4,11.0,-6.5,2.8,-2.6,-1.4,3.0,-0.2,0.4
COc1ccc(NC(C)=O)cc1NC(=O)c1ccc(Cl)cc1,9.6,-11.5,-1.7,-3.9,-4.9,-4.7,-0.3,-1.2,-0.8
COc1ccc(S(=O)(=O)N(C)C[C@H]2Oc3c(NC(=O)Nc4c(C)noc4C)cccc3C(=O)N([C@H](C)CO)C[C@@H]2C)cc1,-14.2,-1.6,-4.2,-0.6,-6.9,-1.8,4.0,0.6,-0.1
Cc1cccc(C)c1NC(=O)CSc1nnc(-c2ccoc2C)n1C,-7.9,15.1,-18.1,-13.0,-4.1,-2.3,0.8,0.2,0.2
Cc1nc(N2CCN(C(=O)COc3ccccc3)CC2)c2c(C)c(C)sc2n1,-4.8,9.0,-1.6,7.1,-4.0,-26.2,-0.6,-2.1,0.4

# Next section
SMILES,CHO-K1 Ca antag,CHO-K1 Ca PAM,CHO parental Ca,TAAR1 antag,M1 ag,OXTR potentiate,TAAR1 agonist,V1R ag counter,CHO-K1 Ca ag
Cc1c(/C(O)=C2/C(=O)C(=O)N(Cc3cccnc3)C2c2cccs2)cnn1-c1ccccc1 (centres undefined),5.5,2.9,-11.4,-9.9,-0.9,-3.0,6.2,0.7,2.1
O=C(OCCC12CC3CC(CC(C3)C1)C2)c1ccc(NCc2cc(O)ccc2O)cc1,-4.8,-6.4,nt,14.3,13.3,nt,29.9,nt,-0.4
CC(C)Oc1ccc(C(=O)NCCCNC(=O)c2cccnc2)cc1,-9.5,17.9,4.4,-21.3,-3.4,-1.3,0.5,0.8,0.6
COc1cc(CNCCCN2CCOCC2)cc(Cl)c1OCC(=O)NC(C)(C)C,-17.6,1.6,-12.6,-12.6,-10.3,-3.4,6.0,0.6,1.3
CCCCn1cc(SCC(=O)O)c2ccccc21,-18.1,20.7,-1.8,-11.5,3.6,-10.6,4.5,0.0,0.7
CCOc1cc(CNCc2ccccn2)cc(Cl)c1OC,-6.3,6.8,-20.6,9.5,-3.3,-6.8,6.1,0.7,1.8
CCOc1cc(N2CCOCC2)c(OCC)cc1NC(=O)Cc1ccccc1,-7.7,15.5,-1.5,-23.2,-5.4,-8.4,8.3,-0.9,0.1
CN(C)S(=O)(=O)c1cccc(C(=O)NCc2cccs2)c1,11.4,-11.8,7.5,8.2,-3.1,-8.7,3.1,-0.1,-0.1
CCOC(=O)C1C(c2ccc(OC)c(OC)c2)c2c([nH][nH]c2=O)CC1(C)O (centres undefined),0.8,4.4,-9.1,56.8*,-3.5,2.2,5.2,0.1,1.0
Cc1ccc2c(C)nc(Nc3ncc4c(n3)CCCC4=O)nc2c1,nt,nt,0.4,-2.4,nt,2.5,-1.0,0.4,nt
COc1ccccc1N1CCN(C2CCCN(Cc3ccccc3OCCO)C2)CC1 (centres undefined),-2.4,-6.2,-8.8,-6.7,-6.3,11.0,4.8,0.0,0.2
O=C(c1cccc(F)c1)N1CCCC(C(=O)N2CCCC2)C1 (centres undefined),-7.8,8.4,-6.8,9.2,-4.7,-8.4,3.0,0.9,0.6
Cc1cccc(NC(=O)c2cc(NC(=O)C3CCCCC3C(=O)O)ccc2Cl)n1 (centres undefined),2.4,6.6,-6.7,-14.3,-4.2,-2.8,23.4,0.3,-0.4
CCOC(=O)c1cnn(-c2ccccc2)c1-n1cccc1C(=O)C(=O)Nc1ccc(OC)cc1,-7.5,-6.3,-15.7,-5.9,-0.7,-6.0,23.9,0.6,-0.5
CC(=O)N1CCN(C(=O)c2ccccc2NS(=O)(=O)c2ccc(F)cc2)CC1,-7.2,7.3,-6.8,-16.9,-2.4,-3.4,8.6,-0.4,2.9
COc1ccc(NC(=O)c2c(NC(=O)CCC(=O)O)sc3c2CCCCC3)cc1,-11.1,12.7,-0.7,4.5,-2.4,-13.5,4.1,-0.4,0.3
CCCOc1ccc(C2=NNC(c3cccs3)=Nc3ccc(OC)cc32)cc1,-10.9,13.8,-33.2,-4.3,-2.5,-4.0,-1.5,-1.6,0.4
COc1cccc(NC(=O)CN(C)CC(=O)Nc2ccc(C)c(S(=O)(=O)N3CCOCC3)c2)c1,-25.4,22.9,nt,-6.9,-4.0,nt,7.2,nt,4.3
CC(C)Cn1nc(C(=O)N2CCc3ccccc32)c2ccccc2c1=O,-8.8,-15.2,nt,-22.3,-7.3,nt,0.9,nt,-0.6
Cc1c(NC(=O)CC(=O)Nc2c(C)n(C)n(-c3ccccc3)c2=O)c(=O)n(-c2ccccc2)n1C,-15.5,9.2,-5.0,16.0,-1.1,-0.2,8.0,0.6,0.3
CC1(c2nnc(-c3ccc(F)cc3)o2)CC(c2ccc(F)cc2)=NO1 (centres undefined),-19.6,18.9,-19.7,-10.0,-6.7,-2.1,1.5,1.2,-0.2
O=C(Nc1ccc(-c2csc(-c3ccccc3)n2)cc1)c1ccccc1,20.5,-7.6,-9.5,29.6,4.5,-7.7,6.7,1.4,0.0
CCCCN(C)CCCNC(=O)c1cn(CC)c2ccc(S(=O)(=O)N3CCc4ccccc4C3)cc2c1=O,0.6,-9.0,-25.8,8.6,-6.6,6.6,3.6,-0.1,-0.9
O=C(c1ccc(F)cc1)n1c(NCc2ccccc2)n[nH]c1=S,4.7,4.5,-3.4,-22.8,-4.7,-8.0,1.2,-0.7,-0.1
O=C(NCc1ccccc1)c1cccc(OCC(=O)N2CCN(C(=O)c3ccco3)CC2)c1,-4.9,18.4,-23.2,-9.6,-6.2,2.0,14.0,-0.1,1.5
CCC1=C(OC(=O)N(CC)CC)N2C(=O)OC(=NCc3ccccc3)[C@]2(C)[C@H]2C1=CC[C@H]1C(=O)N(CC(=O)OC)C(=O)[C@H]12,-7.4,6.7,-19.6,-0.8,-2.8,-4.2,12.4,0.1,-0.3
CCCCOc1ccc(Br)cc1/C(C)=N/NC1=NCCN1,2.0,8.5,7.2,7.7,-4.4,-4.7,57.5*,0.2,1.1

# Entries from the list above containing a CF3 group, in the order listed:
SMILES,CHO-K1 Ca antag,CHO-K1 Ca PAM,CHO parental Ca,TAAR1 antag,M1 ag,OXTR potentiate,TAAR1 agonist,V1R ag counter,CHO-K1 Ca ag
C=CCn1c(SCC(=O)OCC)nc(C(F)(F)F)cc1=O,8.5,-8.7,-7.6,-33.5,-1.4,-3.5,0.8,0.0,-0.2
O=c1cnc2ccccc2n1Cc1ccccc1C(F)(F)F,-9.0,-15.1,-9.8,-11.7,-5.8,-4.9,-1.7,-1.4,-0.6
